Source: PubChem BioAssay
All columns: NCI-60 one-dose screen, growth in % after 48 h at 10 µM unless noted; 100 = growth as untreated, 0 = no growth, -100 = all killed.
NCI-H460: NCI-H460 lung cancer; 82,000 compounds, 6.8% hits; AID 1794736
HCT-15: HCT-15 colon cancer; 82,000 compounds, 5.2% hits
HT29: HT29 colon cancer; 81,000 compounds, 7.4% hits; AID 1794748
KM12: KM12 colon cancer cells; AID 1794800; 82,000 compounds, 5% hits
NCI-H322M: NCI-H322M lung cancer | 80,000 compounds, 2.7% hits
SW-620: SW-620 colon cancer; 82,000 compounds, 5.2% hits; AID 1794795
COLO 205: COLO 205 colon cancer. 79,000 compounds, 7.3% hits. AID 1794742
HCT-116: HCT-116 colon cancer | 82,000 compounds, 7.3% hits
NCI-H226: NCI-H226 lung cancer; 79,000 compounds, 3.5% hits; AID 1794732
An asterisk follows results filed as active; . = no result given; & = joins results of further samples. The calls were made as follows: active = growth percent below 10; inactive = the rest.

1. Cc1cc(Cl)c(Cl)cc1Cl
2. CCC(=C(c1ccc(OCCN(CC)CC)cc1)c1ccc(OCCN(CC)CC)cc1)c1ccc(Cl)cc1
3. C(=C\c1ccccn1)/c1ccncc1
4. CCCCCCCC/C=C\CCCCCCCCOc1cccc(CC(=O)NCC[N+]2(C)CCOCC2)c1
5. O=C1c2cccc3cccc(c23)C(=O)N1C/C=C/c1ccc2c3c(cccc13)C(=O)N(CCN1CCNCC1)C2=O
assay / compound	1	2	3	4	5
NCI-H460	101	-81*	107	67	108
HCT-15	124	-81*	101	97	104
HT29	100	-68*	95	53	102
KM12	107	-82*	107	64	101
NCI-H322M	.	-8.0*	129	101	89
SW-620	99	-76*	94	89	96
COLO 205	130	-69*	111	.	103
HCT-116	105	-88*	103	79	101
NCI-H226	101	109	93	.	93

6. O=C(NC1(N2CCOCC2)CC1)c1ccc(Cl)cc1
7. CCCC(O)CNCc1ccc2ncccc2c1 (stereo not drawn)
8. O=C(CC1(O)C(=O)Nc2c(Cl)ccc(Cl)c21)c1ccc(Cl)cc1Cl (stereo not drawn)
9. C=C(C)[C@@H]1CC[C@]2(C(=O)N[C@H](CO)Cc3ccccc3)CC[C@]3(C)[C@H](CC[C@@H]4[C@@]5(C)Cc6c([nH]c7ccccc67)C(C)(C)[C@@H]5CC[C@]43C)[C@@H]12
10. O=S(=O)(NCCCNc1nccc(-c2[nH]c(-c3ccccc3)nc2-c2ccc(Cl)c(O)c2)n1)c1ccc(Cl)cc1
assay / compound	6	7	8	9	10
NCI-H460	105	105	108	25	91
HCT-15	109	97	101	49	96
HT29	98	107	90	49	100
KM12	116	100	102	66	104
NCI-H322M	99	96	108	36	102
SW-620	104	105	105	64	117
COLO 205	113	110	97	.	108
HCT-116	101	95	90	20	86
NCI-H226	105	97	98	94	101

11. CCOC(=O)c1[nH]c(C)c(/C=N/O)c1C
12. CCOC(=O)N1C2CCC(C2)N1C(=O)OCC
13. O=C(OCc1ccc2c(c1)OCO2)c1cccc2ccccc12
14. COc1ccc(-n2ncn(Cc3cc(=O)oc4ccc(C)cc34)c2=O)cc1
15. O=C(NCCCNc1nccc(-n2ccc3cccnc32)n1)c1ccc(F)cc1
assay / compound	11	12	13	14	15
NCI-H460	113	108	100	100	106
HCT-15	93	106	79	98	105
HT29	96	107	91	104	108
KM12	103	112	93	97	101
NCI-H322M	92	115	100	86	100
SW-620	108	105	97	99	107
COLO 205	110	110	132	.	108
HCT-116	95	103	91	93	98
NCI-H226	110	92	88	89	103

16. CCN1C(=O)N(CC)C2Nn3c(s/c(=C\c4ccc([N+](=O)[O-])cc4)c3=O)=NC21 (stereo not drawn)
17. O=C(O)C(F)Cc1ccccc1 (stereo not drawn)
18. O=C(Nc1ccncn1)c1noc2ccccc12
19. Cc1nc(-n2[nH]c(=O)ccc2=O)sc1N=Nc1ccccc1
20. N#CC(C#N)=NNc1cccc2c1C(=O)c1ccccc1C2=O
assay / compound	16	17	18	19	20
NCI-H460	98	105	97	102	103
HCT-15	62	99	99	101	86
HT29	109	103	97	110	97
KM12	98	109	103	108	99
NCI-H322M	90	96	94	97	96
SW-620	60	101	105	98	91
COLO 205	36	120	116	112	103
HCT-116	18	104	94	97	68
NCI-H226	80	99	96	85	113

21. O=C(OCc1ccccc1)C(=O)OCc1ccccc1
22. CCCCCC1C(C(=O)OCC)C(=O)NC1(C(=O)OCC)C(=O)OCC (stereo not drawn)
23. CCC(Oc1ccc(C(C)(C)CC)cc1)C(=O)O (stereo not drawn)
24. CC1(COC(=O)/C=C/c2ccc(O)c(O)c2)C(O)C(O)CC2(C)C1CCC1(C)C2CCC2C3C(C(=O)O)CCC3(C(=O)O)CCC21C (stereo not drawn)
25. O=C(Nc1ccccc1C(=O)Nc1cccc(S(=O)(=O)C(F)(F)F)c1)c1ccccc1O
assay / compound	21	22	23	24	25
NCI-H460	113	107	103	102	96
HCT-15	103	107	101	81	79
HT29	.	109	107	98	108
KM12	118	111	107	89	88
NCI-H322M	127	125	104	.	98
SW-620	107	103	101	115	87
COLO 205	102	114	111	108	107
HCT-116	105	107	104	75	79
NCI-H226	107	100	94	103	87

26. O=C(CC1Sc2ccccc2NC1=O)NNc1cc(Cl)ccc1Cl (stereo not drawn)
27. O=c1cc(-c2ccccc2)oc2cccc(O)c12
28. COc1ccc(Nc2nnc(COc3ccc(CNC(=O)CCCC/C=C/C(C)C)cc3OC)o2)cc1
29. CS(=O)(=O)NCCSc1nc(-c2ccc(F)cc2)c(C#N)c(=O)[nH]1
30. CCC(O)CN(C)C (stereo not drawn)
assay / compound	26	27	28	29	30
NCI-H460	101	.	106	108	107
HCT-15	95	94	94	104	89
HT29	98	103	110	113	.
KM12	92	99	92	101	105
NCI-H322M	98	93	85	104	103
SW-620	92	119	103	100	102
COLO 205	.	104	124	108	105
HCT-116	71	93	98	103	102
NCI-H226	78	99	86	102	99

31. CNC(=O)c1cc(-c2ccc(NC(=O)Nc3ccc(Cl)c(C(F)(F)F)c3)cc2)nc2cccnc12
32. O=C(NNc1cnccn1)c1nc2cc(F)ccc2n2cccc12
33. Oc1cc(O)c(CN2CCOCC2)cc1CN1CCOCC1
34. Nc1cc2c(cc1Cl)-c1ccc(Cl)cc1C2
35. CCC/C=N/Nc1nc(C)cc(=O)[nH]1
assay / compound	31	32	33	34	35
NCI-H460	109	2.8*	99&119	98	112
HCT-15	119	26	103&95	94	112
HT29	108	28	108&102	106	102
KM12	100	18	104&106	76	104
NCI-H322M	114	18	105&102	69	102
SW-620	107	20	95&115	98	112
COLO 205	115	7.3*	104&104	105	126
HCT-116	106	5.5*	93&109	79	106
NCI-H226	101	14	100	89	106

36. N#Cc1ccc(C(=O)C2C(C#N)C(C#N)C3c4ccccc4C=CN23)cc1 (stereo not drawn)
37. C#CCN1C(=O)c2ccccc2N(CC#C)C12CCN(Cc1cn(CC(=O)Nc3ccccc3C(N)=O)nn1)CC2
38. COc1ccc(C=CC(=O)c2ccc(-n3c(C)nc4c(cnn4-c4ccccc4)c3=O)cc2)cc1
39. O=S(=O)(Nc1ccc(F)cc1)c1ccc(-c2cnc(C3CC3)o2)cc1
40. CCOc1ccc(-c2nnc(-c3ccc(OCC)cc3)n2-c2cc(OC)c(OC)c(OC)c2)cc1
assay / compound	36	37	38	39	40
NCI-H460	72	90	98	16	109
HCT-15	95	87	54	20	97
HT29	80	85	71	8.0*	88
KM12	90	89	32	21	99
NCI-H322M	91	85	107	53	95
SW-620	92	94	75	21	104
COLO 205	111	100	116	20	115
HCT-116	85	74	9.7*	19	90
NCI-H226	69	83	71	64	92

41. O=C(Nc1nc(-c2ccccc2Cl)cs1)c1cc(-c2ccc(Br)cc2)nc2ccccc12
42. O=C(O)c1nc(-c2ccccc2)nc2ccccc12
43. Cc1ccc(C(=O)c2sc3[nH]c(=O)c(C(=O)O)cc3c2N)cc1
44. O=C(CN1CCN(c2ncnc3c2cnn3-c2ccccc2)CC1)Oc1ccccc1
45. COC(=O)c1nnn(-c2cc(Cl)ccc2Cl)c1C(=O)c1ccc(OC)cc1
assay / compound	41	42	43	44	45
NCI-H460	46	105	117	96	113
HCT-15	62	106	118	98	96
HT29	37	109	109	101	113
KM12	59	105	99	91	96
NCI-H322M	70	110	101	90	98
SW-620	57	102	112	97	99
COLO 205	67	110	111	105	127
HCT-116	44	102	102	91	91
NCI-H226	38	92	94	68	86

46. CC(=O)Nc1ccc(C(O)C2=CC(=O)c3ccccc3C2=O)cc1 (stereo not drawn)
47. O=C1C=C(OCC=C(C(F)(F)F)C(F)(F)F)c2ccccc2C1=O
48. O=C(CCC(=O)OC1CCCC1)OC1CCCC1
49. COc1ccc(C2OC3=C(Nc4cc(C)c(C)cc4N3)C2=O)cc1 (stereo not drawn)
50. CC(C)(O)S(=O)(=O)O
assay / compound	46	47	48	49	50
NCI-H460	90	59	104	102	107
HCT-15	75	11	94	104	103
HT29	91	6.4*	98	100	100
KM12	93	43	102	105	105
NCI-H322M	93	90	97	113	103
SW-620	43	-35*	103	103	104
COLO 205	101	53	116	.	109
HCT-116	54	-33*	109	96	102
NCI-H226	82	15	96	98	.

51. Nc1nnc(Sc2nc3ccc(Cl)cc3c(=O)n2-c2ccc(Oc3ccccc3)cc2)s1
52. O=C(Nc1ccc(N2CCNCC2)cc1)c1[nH]ncc1Nc1cc(Oc2ccccc2)ncn1
53. NS(=O)(=O)Oc1ccc2c(c1)O/C(=C\c1ccc(N3CCN(Cc4ccccc4)CC3)cc1)C2=O
54. Cc1ccc(S(=O)O)cc1
55. O=C1/C(=C/c2cccc(OCc3ccc(Cl)c(Cl)c3)c2)N=C2OCCCN12
assay / compound	51	52	53	54	55
NCI-H460	118	-47*	98	112	91
HCT-15	99	-36*	79	94	75
HT29	97	-60*	87	129	84
KM12	102	-78*	94	103	85
NCI-H322M	107	-5.2*	104	117	85
SW-620	127	-65*	96	100	88
COLO 205	130	-49*	85	128	104
HCT-116	101	-34*	64	119	81
NCI-H226	99	.	105	104	55

56. Cc1cccc(N2CCN(CC(=O)NCc3cc(C)n(-c4ccccc4)n3)CC2)c1C
57. CCNC1(C(=O)O)CCCCC1
58. Cc1ccc(S(=O)(=O)NC(=O)CCC(=O)Nc2ccc(F)cc2)cc1
59. O=C1c2cccc3cccc(c23)C(=O)N1N1C(=O)c2cccc3c(-c4ccccc4F)ccc(c23)C1=O
60. O=C1CCC/C=C\C[C@H]2C=CC(=O)/C2=C/C[C@H](CCc2cccc(C(F)(F)F)c2)O1
assay / compound	56	57	58	59	60
NCI-H460	90	107	112	107	-25*
HCT-15	98	113	109	100	-11*
HT29	57	100	101	110	-32*
KM12	92	102	99	.	-64*
NCI-H322M	88	100	109	105	-45*
SW-620	95	101	106	105	-32*
COLO 205	109	112	102	108	-85*
HCT-116	80	110	103	93	-82*
NCI-H226	57	96	111	105	-36*

61. CSc1ncc(Br)c(Nc2ccc(Br)cc2)n1
62. CCN(CC)c1ccc(/C=N\NC(=O)c2cccc(Nc3ccnc(C(F)(F)F)c3)c2)c(O)c1
63. C[C@@H]1CN(c2nc3c(cc2F)c(=O)c(C(=O)O)cn3C(C)(C)C)C[C@H](C)N1
64. Cc1ccc(S(=O)(=O)NCC[C@@H]2C[C@H]2c2ccc3ccccc3c2)cc1
65. OCC12CCCC(OC1)O2 (stereo not drawn)
assay / compound	61	62	63	64	65
NCI-H460	97	1.2*	107	99	110
HCT-15	109	29	106	96	103
HT29	93	12	96	93	106
KM12	100	23	98	102	110
NCI-H322M	79	33	94	102	103
SW-620	99	35	100	101	93
COLO 205	104	-0.6*	110	119	112
HCT-116	111	26	92	110	104
NCI-H226	90	-3.1*	91	86	94

66. CCS(=O)(=O)N(C)c1ccc(C(=O)N2CCN(c3cccc(Cl)c3)CC2)cc1
67. COc1ccc(C2=CC(c3ccc(C)cc3Br)N3C=CSC3=N2)cc1 (stereo not drawn)
68. Cc1cccc2c(N)c3ccccc3nc12
69. O=[N+]([O-])c1ccc2[nH]ccc2c1
70. CCCCCC1(C=O)NC(=O)NC1=O (stereo not drawn)
71. N#Cc1ccc(NC(=O)c2ccc3cccnc3c2O)cc1
72. CCCn1ccc(-n2nnc(-c3nc4ccccc4[nH]3)c2N)n1
assay / compound	66	67	68	69	70	71	72
NCI-H460	92	120	-17*	97	109	4.7*	99
HCT-15	108	108	-8.4*	95	106	31	97
HT29	91	112	-7.6*	84	93	31	92
KM12	90	113	9.3*	101	104	26	75
NCI-H322M	91	117	-2.6*	108	98	28	91
SW-620	105	113	0.1*	85	103	23	104
COLO 205	103	113	-48*	91	105	11	115
HCT-116	99	104	0.8*	97	88	20	101
NCI-H226	78	109	-9.2*	94	93	45	110

Structural class, the entries above with a Cl atom
1. Cc1cc(Cl)c(Cl)cc1Cl
2. CCC(=C(c1ccc(OCCN(CC)CC)cc1)c1ccc(OCCN(CC)CC)cc1)c1ccc(Cl)cc1
6. O=C(NC1(N2CCOCC2)CC1)c1ccc(Cl)cc1
8. O=C(CC1(O)C(=O)Nc2c(Cl)ccc(Cl)c21)c1ccc(Cl)cc1Cl (stereo not drawn)
10. O=S(=O)(NCCCNc1nccc(-c2[nH]c(-c3ccccc3)nc2-c2ccc(Cl)c(O)c2)n1)c1ccc(Cl)cc1
26. O=C(CC1Sc2ccccc2NC1=O)NNc1cc(Cl)ccc1Cl (stereo not drawn)
31. CNC(=O)c1cc(-c2ccc(NC(=O)Nc3ccc(Cl)c(C(F)(F)F)c3)cc2)nc2cccnc12
assay / compound	1	2	6	8	10	26	31
NCI-H460	101	-81*	105	108	91	101	109
HCT-15	124	-81*	109	101	96	95	119
HT29	100	-68*	98	90	100	98	108
KM12	107	-82*	116	102	104	92	100
NCI-H322M	.	-8.0*	99	108	102	98	114
SW-620	99	-76*	104	105	117	92	107
COLO 205	130	-69*	113	97	108	.	115
HCT-116	105	-88*	101	90	86	71	106
NCI-H226	101	109	105	98	101	78	101

34. Nc1cc2c(cc1Cl)-c1ccc(Cl)cc1C2
41. O=C(Nc1nc(-c2ccccc2Cl)cs1)c1cc(-c2ccc(Br)cc2)nc2ccccc12
45. COC(=O)c1nnn(-c2cc(Cl)ccc2Cl)c1C(=O)c1ccc(OC)cc1
51. Nc1nnc(Sc2nc3ccc(Cl)cc3c(=O)n2-c2ccc(Oc3ccccc3)cc2)s1
55. O=C1/C(=C/c2cccc(OCc3ccc(Cl)c(Cl)c3)c2)N=C2OCCCN12
66. CCS(=O)(=O)N(C)c1ccc(C(=O)N2CCN(c3cccc(Cl)c3)CC2)cc1
assay / compound	34	41	45	51	55	66
NCI-H460	98	46	113	118	91	92
HCT-15	94	62	96	99	75	108
HT29	106	37	113	97	84	91
KM12	76	59	96	102	85	90
NCI-H322M	69	70	98	107	85	91
SW-620	98	57	99	127	88	105
COLO 205	105	67	127	130	104	103
HCT-116	79	44	91	101	81	99
NCI-H226	89	38	86	99	55	78
